OX1R antag-1: blocks the human orexin 1 receptor | O43613 | CHO/OX1R cells, Fluo-8 calcium fluorescence, orexin A | inhibition, % at 5 µM | 0.43% of 330,000 active | AID 434989;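 active = inhibition above its plate's threshold, mean inhibition of all tested compounds on the plate plus 3 SD, cut at about 37% in these data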;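 note: 0% = orexin A challenge wells and 100% = SB-334867-A antagonist wells; not every result past the cut was called active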
Target sequence (O43613 whole entry, looked up): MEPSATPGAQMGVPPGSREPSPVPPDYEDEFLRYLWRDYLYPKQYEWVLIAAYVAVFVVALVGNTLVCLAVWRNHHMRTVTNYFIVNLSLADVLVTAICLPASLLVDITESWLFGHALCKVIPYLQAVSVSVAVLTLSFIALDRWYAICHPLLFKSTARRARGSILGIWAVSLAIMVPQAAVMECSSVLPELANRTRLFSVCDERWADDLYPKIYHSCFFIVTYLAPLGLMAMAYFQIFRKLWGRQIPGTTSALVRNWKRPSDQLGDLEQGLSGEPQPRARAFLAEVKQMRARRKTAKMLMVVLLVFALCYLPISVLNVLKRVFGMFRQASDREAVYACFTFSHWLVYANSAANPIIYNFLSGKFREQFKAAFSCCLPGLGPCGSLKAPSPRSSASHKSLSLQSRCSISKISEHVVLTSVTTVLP
OX1R antag-2: blocks the human orexin 1 receptor; OX1R-expressing cells, FRET antagonist read-out; inhibition, % at 6.6 µM; 1.8% of 330,000 active; AID 485270; in the data active = inhibition mostly above about 38%, no sharp cut-off; inactive = mostly below about 40%;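 note: 0% = agonist challenge alone and 100% = reference antagonist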
The depositor's hits bear a star.

The line under a structure holds: OX1R antag-1 | OX1R antag-2
CCOC(=O)N1CCN(S(=O)(=O)c2cc(Cl)c(OC)cc2Cl)CC1
    -25 | -1
Cc1ccc(S(=O)(=O)N2CCC(C(=O)N3CCCC3C(=O)N[C@@H](CC(C)C)C(=O)NCC(N)=O)CC2)cc1 (some centres not stated)
    15 | 15
Oc1ccccc1CNc1cccc2cccnc12
    -20 | 120*
Cc1nc(NC(=O)Nc2ccc(Cl)cc2)sc1C
    -16 | 21
O=C(CSCc1cccc(F)c1)NCc1ccccc1
    -8 | 1
Cc1ccc(-c2csc3ncnc(Oc4cccc5ccc(C)nc45)c23)cc1
    -13 | 7
O=C(Nc1cc(S(=O)(=O)N2CCCCCC2)ccc1OCC(F)(F)F)c1ccc(=O)[nH]c1
    3 | 4
O=S(=O)(Nc1nc2ccccc2nc1-[n+]1ccccc1)c1ccc(Cl)cc1
    5 | 26
CC(=O)c1ccc2noc(-c3ccccc3)c2c1
    -13 | 36
Cc1ccccc1NC(=O)c1ccccc1N(C)S(=O)(=O)c1ccccc1
    -22 | 20
Cc1ccc(CNC(=O)Cn2c([N+](=O)[O-])cnc2C)cc1
    -5 | 3
CCc1ccc(-c2nc(-c3ccncc3)no2)cc1
    -15 | 15
CCOC(=O)CCc1c(C)c2ccc(OCc3ccc([N+](=O)[O-])cc3)cc2oc1=O
    -17 | 6
C=CCNC(=O)c1onc(CSc2ccc(F)cc2)c1C(=O)NCCOC
    -16 | 2
CCOC(=O)c1ccc(S(=O)(=O)Nc2nc3cc(S(=O)(=O)NC4=NCCCCC4)ccc3s2)cc1
    -15 | -4
Cc1ccccc1NC(=S)N(Cc1cccnc1)Cc1ccco1
    -7 | 4
COC(=O)N1CCN(c2ccc(OC)cc2)CC1
    3 | 4
COc1ccc(CCNc2ccc(C(=O)O)cc2[N+](=O)[O-])cc1OC
    -10 | 33
CC(=O)Nc1cccc(/C(C)=N/NC(=O)c2ccc(O)cc2)c1
    4 | 10
O=C(CN1C(=O)NC2(CCCC2)C1=O)N1CCc2ccccc2C1
    -11 | 6
CCOC(=O)C1=C(C)N(CCCCCC(=O)O)C(=O)NC1c1ccc(Br)cc1 (configuration not stated)
    -6 | 34
CC(C)C(NC(=O)c1ccc(Br)cc1)C(=O)NC1=NCCS1 (configuration not stated)
    -12 | 10
S=C1NCCOCCOCCOCCOCCNC(=S)NCCOCCOCCOCCOCCN1
    0 | 19
COc1cccc(C2Nc3ccccc3C(=O)N2O)c1O (configuration not stated)
    -10 | 6
COc1ccc(Cl)cc1NC(=S)N1CCCCCC1
    -7 | 11
COc1cccc2cc(-c3cc(=O)oc4cc(C)c(O)cc34)oc12
    -16 | 4
CC(=O)C1=C(O)C(=O)N(c2ccc(O)cc2)C1c1ccccc1Cl (configuration not stated)
    -1 | 5
CCCSc1nc2c(c(=O)[nH]c(=O)n2C)n1CC(O)COc1ccccc1 (configuration not stated)
    -2 | 7
Cc1ccc(C(=O)c2cc3ccccc3o2)cc1
    -9 | 28
COC(C)(C)[C@]12CC(O)(c3ccccc3)ON1[C@H]1CCCCC1N2O (some centres not stated)
    -12 | 20
Cc1cc(C(=O)N(NC(=O)C(C)C)c2ccccc2)cs1
    -17 | 8
CCN1CCN(c2nc(-c3ccccn3)nc3ccccc23)CC1
    -4 | 15
Cc1ccc(C(=O)Nc2cccc(C(=O)NCc3ccccc3)c2)cc1
    -22 | 19
CCCC(C)c1nnc(NC(=O)CCS(=O)(=O)c2ccccc2)s1 (configuration not stated)
    -6 | 14
COc1ccccc1NS(=O)(=O)c1cc(NC(=O)c2ccc(=O)[nH]c2)ccc1N1CCOCC1
    -4 | 5
CC(CC(=O)NCc1ccc(F)cc1)c1ccccc1 (configuration not stated)
    -17 | 9
CN(Cc1ccccc1Cl)C(=O)C1CCC(=O)N(CCc2cccc(F)c2)C1 (configuration not stated)
    -24 | 11
COc1cc(C)c(CN2CCSCC2)cc1C
    -9 | 7
CC1CCCCN1Cc1ccc(-c2nn[nH]n2)cc1 (configuration not stated)
    -13 | 14
CN(C)C(CNC(=O)c1ccc(S(=O)(=O)Nc2ccccc2F)cc1)c1ccccc1 (configuration not stated)
    -19 | 3
Cc1cc(NC(=O)c2cccnc2Cl)ccc1NC(=O)c1cc2ccccc2o1
    -22 | 2
CCCCCCCCCCCCN1C/C(=C\C(=O)OCC)c2cc(C(F)(F)F)ccc2S1(=O)=O
    -2 | 24
Cc1cc(Cl)ccc1OCC(=O)Nc1ccccc1N1CCOCC1
    -16 | 10
CC1(C)C(=O)OC(C(=O)c2ccccc2)C2(CCCCC2)C1=O (configuration not stated)
    -2 | 13
Cc1ccc(C)c(NC(=O)CN(C)S(=O)(=O)c2ccccc2)c1
    -14 | 5
O=c1cc(CSc2nnc(-c3ccco3)o2)c2ccccc2[nH]1
    -16 | 11
CCOC(=O)c1ccc(CNC(=O)Cn2nnc(-c3ccccc3)n2)o1
    -13 | 18
COc1ccc(C(CNC(=O)Cc2c(F)cccc2Cl)N2CCCCC2)cc1 (configuration not stated)
    -27 | 6
CCCC[C@@H]1CNC(=O)C(=O)N1CCCc1cc(OC)c(OC)c(OC)c1
    -10 | 23
COc1ccc(C2NC(=O)NC(O)(C(F)(F)F)C2C(=O)c2ccc(F)cc2)cc1 (configuration not stated)
    -16 | 12
O=S1(=O)CCN(Cc2ccc(Cl)cc2)CC1
    -2 | 8
C/C(=N\NC(=O)CSc1nnc(C)s1)c1ccc(O)cc1
    -2 | 6
COc1cc2nc(Nc3ccc(C)c(Cl)c3)nc(N)c2cc1OC
    -9 | -4
O=C(CCCc1ccccc1)NCCc1ccc(F)cc1
    -3 | 8
Cc1ccc(Cl)cc1NC(=O)c1ccccc1OCC(=O)N1CCOCC1
    -26 | 13
O=S(=O)(NCC1CCN(c2ccc(S(=O)(=O)N3CCOCC3)cc2)CC1)c1ccc(F)cc1
    -12 | 15
O=C(CCC(=O)c1ccc(F)cc1)OCc1nnc(-c2ccc([N+](=O)[O-])cc2)o1
    -2 | 41*
Cc1c(CNCC(C)c2ccccc2)c(C(=O)O)c(C)n1Cc1ccccc1 (configuration not stated)
    -11 | 22
CS(=O)(=O)N1CCc2cc(C(=O)N3CCCC3)ccc21
    0 | 4
O=C(CSc1ccc(Cl)cc1)NN=C1CCCCCC1
    -16 | 23

Later entries.
The line under a structure holds: OX1R antag-1 | OX1R antag-2
CN(C)c1ccc(C(C(=O)NC2CCCC2)N(C(=O)c2ccco2)C2CC2)cc1 (configuration not stated)
    -6 | 22
CCN(CC)c1ccc(/C=N/N2C(C)CCCC2C)c(O)c1 (configuration not stated)
    -49 | 2
Cc1ccc2nc(-c3sc4nc(C)cc(C)c4c3N)[nH]c2c1
    -16 | 14
COC(=O)[C@H](CCSC)NC(=O)NCc1ccc(S(N)(=O)=O)cc1
    -4 | 0
CC1CN(C(=O)COC(=O)c2ccc(N(C)C)cc2)CC(C)O1 (configuration not stated)
    -14 | 16
CC(C)C(=O)NC(Nc1ccccc1F)C(Cl)(Cl)Cl (configuration not stated)
    -13 | 8
CCNc1cc(O)ccc1C
    -6 | 18
CC1CCCN(C(=O)C2COc3ccccc3O2)C1 (configuration not stated)
    -6 | 0
CC(=O)N1CCN2C(=O)C1CCCC(=O)c1cc(C3CCCCC3)ccc12 (configuration not stated)
    0 | 9
COc1ccc2cc(C(=O)C3CCCN(C(=O)CCc4cnn(C)c4)C3)ccc2c1 (configuration not stated)
    -34 | 13
CCCCCN1CSC(=S)N(Cc2ccccc2)C1
    -24 | 7
Cc1ccc(NC(=O)c2onc(C)c2Cl)cc1
    0 | 15
NC(=O)N/N=C/c1cc(Br)ccc1OCC(=O)NCc1ccccc1
    -24 | 6
Cc1onc(-c2ccccc2Cl)c1C(=O)NC(=S)NCc1cccnc1
    -27 | 17
COCCCN1C(=O)c2ccc(C(=O)NCc3ccco3)cc2C1=O
    -17 | 42*
COc1ccc(NC2CCN(C3CC(=O)N(c4ccc(F)c(Cl)c4)C3=O)CC2)cc1 (configuration not stated)
    -3 | 11
Cc1ccc(NC(=O)Cn2cnc3cc([N+](=O)[O-])ccc3c2=O)cc1
    9 | 30
C[n+]1cccc(CNC(=O)/C=N/O)c1
    -11 | 14
CCN1CCCc2cc(CN(CCN3CCOCC3)C(=S)Nc3ccccc3OC)ccc21
    -39 | 18
O=C(NNC1CC(=O)N(c2ccccc2)C1=O)c1ccc(COc2ccccc2Cl)o1 (configuration not stated)
    -8 | 25

An excerpt of these results, with each value named.
O=C(CSCc1cccc(F)c1)NCc1ccccc1
  OX1R antag-1: -8	OX1R antag-2: 1
Cc1ccc(-c2csc3ncnc(Oc4cccc5ccc(C)nc45)c23)cc1
  OX1R antag-1: -13	OX1R antag-2: 7
O=C(Nc1cc(S(=O)(=O)N2CCCCCC2)ccc1OCC(F)(F)F)c1ccc(=O)[nH]c1
  OX1R antag-1: 3	OX1R antag-2: 4

Going on with the list:
The line under a structure holds: OX1R antag-1 | OX1R antag-2
CC(Sc1nnc(-c2ccncc2)n1C)C(=O)Nc1ccc(N2CCOCC2)cc1 (configuration not stated)
    -11 | 8
O=C(NNc1c(Cl)cccc1Cl)c1c(F)cccc1Cl
    0 | 7
FC(F)(Cl)c1nnc2ccc(Sc3ccccn3)nn12
    -3 | 23
O=S(=O)(c1ccccc1)c1cnc(-c2ccccc2)nc1N1CCCCC1
    -11 | 32
COc1ccc(C(=O)NCC(=O)OCc2ccc([N+](=O)[O-])cc2)cc1
    -19 | 19
CCN1CCN(C(=O)c2nn(-c3ccccc3)c(=O)c3ccccc23)CC1
    -15 | 16
CCOC(=O)CNC(=O)CSc1nc(N(C)C)nc(N2CCOCC2)n1
    -21 | 10
c1ccc(-n2nnnc2-n2nnc3ccccc32)cc1
    -11 | -1
Cn1nnnc1Sc1ncnc2scc(-c3cccc(S(C)(=O)=O)c3)c12
    -26 | 2
COc1cccc(-c2noc(N)c2C#N)c1
    -6 | 7
Cc1ccc(C(=O)Nc2ccc3c(c2)OCCO3)c(C)c1
    -7 | 2
O=C(Nc1ccccc1)C1CC2CCCC(C1)C2=O (configuration not stated)
    0 | 4
O=C(CN1C(=O)CCSc2ccc(S(=O)(=O)N3CCOCC3)cc21)Nc1ccccc1Cl
    -37 | 12
CC(C)(C)OC(=O)N1CCN(C(=O)c2cccnc2Cl)CC1
    1 | 4
CC(C)(C)c1ccc(OC(=O)c2ccc3nsnc3c2)cc1
    -14 | 2
CC(=O)N1CCN(S(=O)(=O)c2cccc(C(=O)Nc3ccc4c(c3)CCC4)c2)CC1
    -34 | 8
COc1ccc(S(=O)(=O)NC2CC2)cc1C(=O)N1CCOCC1
    -10 | 13
Cc1ccc(Nc2c(-c3ccco3)nc3ccccn23)cc1
    -47 | 9
NS(=O)(=O)c1ccc(-c2ccc(/C=C3\NC(=S)NC3=O)o2)cc1
    -1 | 23
CCOc1ccccc1CN1CCCC(C(=O)Nc2cccc(-n3cccn3)c2)C1 (configuration not stated)
    -15 | 16

Structural class, the entries above with bromine
The line under a structure holds: OX1R antag-1 | OX1R antag-2
CCOC(=O)C1=C(C)N(CCCCCC(=O)O)C(=O)NC1c1ccc(Br)cc1 (configuration not stated)
    -6 | 34
CC(C)C(NC(=O)c1ccc(Br)cc1)C(=O)NC1=NCCS1 (configuration not stated)
    -12 | 10
NC(=O)N/N=C/c1cc(Br)ccc1OCC(=O)NCc1ccccc1
    -24 | 6

The listing continues:
The line under a structure holds: OX1R antag-1 | OX1R antag-2
CCN(CC)C(=O)CN1C(=O)COCC1=O
    -10 | 2
CC(c1ccccc1)N1C(=O)NC(NC(=O)c2cccnc2)(C(F)(F)F)C1=O (configuration not stated)
    -14 | 7
CCOC(=O)c1cc(-c2ccccc2)nn1-c1ccccn1
    -18 | 8
Cc1c(Cl)ccc2c(C(=O)NCCN3CCCCC3)cc(-c3ccccn3)nc12
    -30 | 26
Cc1csc2ncc(C(=O)NC(C)c3ccccc3)c(=O)n12 (configuration not stated)
    -10 | 17
N=C(N)SCc1ncccc1O
    -4 | 15
O=C1c2ccccc2C2=Nc3ccccc3SC(c3ccccc3F)C12 (configuration not stated)
    15 | 34
Cc1cnc(NC(=O)C(C)N2C(=O)C3CC=CCC3C2=O)s1 (configuration not stated)
    -1 | 6
CCOC(=O)C1=C(Nc2ccc(Cl)cc2)OCC1=O
    -13 | 0
CCCC(=O)Nc1ccc2c(c1)nc(CN1CCCC1)n2C
    -5 | 0
Cc1occc1C(=O)N/N=C/C(Br)=C/c1ccccc1
    4 | 39
O=C(CCCc1nc2ccccc2s1)N1CCN(c2ccccc2F)CC1
    -25 | 20
Cc1cc(C(=O)COC(=O)COc2ccccc2C#N)c(C)n1CC1CCCO1 (configuration not stated)
    -28 | 8
O=C(OCc1c(-c2ccccc2)ncc2ccccc12)N1CCOCC1
    3 | 8
C=CCn1c(N)c(C(=O)Nc2cccc(C)c2)c2nc3ccccc3nc21
    -25 | -1
Cc1c(C2Nc3ccccc3C(=O)N2O)cnn1C (configuration not stated)
    5 | 10
Cc1cccc(/C(N)=N/OC(=O)c2ccc(Cl)cc2Cl)c1
    -12 | 19
CC1CN(C)C(C)C/C1=N/Oc1ccccc1[N+](=O)[O-] (configuration not stated)
    1 | 27
CN(C)/C=C/C(=O)c1ccc(OCCN(C)c2ccccn2)cc1
    6 | 4
Cc1ccc(NC(=S)Nc2ncccc2C)c(C)c1
    -6 | 13
CCOCCCNS(=O)(=O)c1ccc(Br)cc1
    -8 | 20
COCCNC(=O)[C@@]1(C)C=C[C@@H](Cc2ccccc2)N1C(=O)c1ccccc1
    -26 | 11
CCOC(=O)C1=C(c2ccccc2)Nc2c(c(=O)n(C)c(=O)n2C)C1c1ccc(O)c(OC)c1 (configuration not stated)
    -16 | 6
CCn1nnc(NC(=O)c2ccc(-c3ccccc3[N+](=O)[O-])o2)n1
    -7 | 10
CN1CCN(c2ccc(NC(=O)c3ccc(Oc4ccccc4)cc3)cc2)CC1
    -10 | 12
C=CCn1c(SCC(=O)N(C)C2CCCCC2)nnc1C1CC1
    -16 | 5
CCCc1cc(C(=O)Nc2cccc(Cl)c2C)no1
    -28 | 20

Single entries from the list.
Under OX1R antag-1, `CC1CCCCN1Cc1ccc(-c2nn[nH]n2)cc1` (configuration not stated) has -13
Under OX1R antag-1, `CC(=O)c1ccc2noc(-c3ccccc3)c2c1` has -13

High-throughput results deposited in PubChem by The Scripps Research Institute Molecular Screening Center.
